# CHRM1 PAM: positive allosteric modulators of human M1 muscarinic receptor. CHO-K1 hM1, Fluo-8 calcium fluorescence, ACh EC20; 0% = ACh EC20, 100% = maximal ACh. activation, % at 3 µM. actives 0.088% (n = 360,000); in the data active = activation above about 19%, passing the limit was not always enough
# Target sequence (P11229 whole entry, looked up): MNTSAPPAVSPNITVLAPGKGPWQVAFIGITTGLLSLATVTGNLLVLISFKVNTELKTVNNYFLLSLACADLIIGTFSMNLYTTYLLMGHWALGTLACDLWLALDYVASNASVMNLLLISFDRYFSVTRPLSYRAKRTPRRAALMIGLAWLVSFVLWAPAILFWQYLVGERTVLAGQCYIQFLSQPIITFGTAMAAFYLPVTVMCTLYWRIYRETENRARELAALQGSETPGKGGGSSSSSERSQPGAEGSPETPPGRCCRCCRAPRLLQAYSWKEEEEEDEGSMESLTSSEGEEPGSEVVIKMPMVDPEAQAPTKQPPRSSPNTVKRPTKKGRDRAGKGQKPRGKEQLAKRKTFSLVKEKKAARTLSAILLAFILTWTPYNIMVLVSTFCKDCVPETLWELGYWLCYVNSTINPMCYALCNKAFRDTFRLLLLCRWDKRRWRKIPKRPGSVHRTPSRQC
# M4 ag: agonists of human muscarinic M4 receptor (CHRM4); P08173; activation, % at 3 µM; AID 624127; actives 0.14% (n = 360,000); CHO-K1 hM4/Gqi5, Fluo-8 calcium fluorescence; vehicle 0%, full acetylcholine response 100%;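 active = activation above the run mean over all test wells plus 3 SD, cut at about 32% in these data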;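 also: peak over basal fluorescence ratio per well then scaled between controls; 0% = DMSO wells and 100% = acetylcholine at EC100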
# CHO-K1 Ca antag: counter-screen for M1 antagonists: effect in parental CHO-K1 cells | ATP-induced calcium, Fluo-8 fluorescence | inhibition, % at 3 µM | actives 0.6% (n = 360,000);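 active = inhibition above a per-plate cutoff, the plate's mean sample inhibition plus 3 SD, cut at about 24% in these data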;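 also: 0% = DMSO plus EC80 ATP and 100% = DMSO alone without ATP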
# CHRM1 antagonist: human CHRM1 antagonism; P11229; CHO-K1 hM1, Fluo-8 calcium fluorescence, ACh EC80 antagonist; inhibition, % at 3 µM; actives 1.3% (n = 360,000); AID 588852;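 active = percent inhibition above its own plate's cutoff, namely the mean of that plate's compound wells plus 3 SD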;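 also: peak over basal fluorescence ratio during 140 s after agonist addition; 0% = ACh EC80 plus DMSO and 100% = DMSO alone without agonist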
# CHO-K1 Ca ag: M1 agonist counterscreen hit in parental CHO-K1 cells; activation, % at 3 µM; AID 602248; Fluo-8 calcium fluorescence; scaled to maximal ATP response, vehicle zero; actives 0.48% (n = 360,000); in the data active = activation above about 15%;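 also: untransfected CHO-K1 host cells lacking M1 receptor as counterscreen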
# M4 antag: blocks acetylcholine activation of human M4 receptor | P08173 | CHO-hM4 cells, ACh EC80, Fluo-8 calcium fluorescence | inhibition, % at 3 µM | actives 0.73% (n = 360,000);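 active = inhibition above its plate's cutoff, the mean inhibition of sample wells plus 3 SD, cut at about 27% in these data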;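 also: 0% = acetylcholine EC80 with DMSO and 100% = DMSO without agonist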
# CHRM1 agonist: human M1 muscarinic receptor agonism. P11229. CHO-K1 hM1, Fluo-8 calcium fluorescence, agonist mode; 0% DMSO, 100% acetylcholine EC100. activation, % at 3 µM. actives 0.33% (n = 360,000). AID 588814;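 active = activation above the run's mean compound activation plus 3 SD, cut at about 16% in these data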;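 also: peak over basal fluorescence ratio within a 140 s kinetic read after compound addition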
# CHO parental Ca: signal in parental CHO cells, OX1R antagonist counter-screen; parental CHO-K1, ATP-induced calcium, Fluo-8 fluorescence; inhibition, % at 5.6 µM; actives 0.63% (n = 330,000); AID 463079;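 active = inhibition above that plate's mean sample inhibition plus 3 SD, cut at about 26% in these data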;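 also: 0% = ATP-challenged DMSO wells and 100% = DMSO wells without ATP; some compounds past the cut are filed as inactive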
#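 Material: Parental CHO cells | Reagent: ATP | Compound dosing: Single nominal dose of 5.6 µM per compound | Detection: Intracellular calcium via Fluo-8 no-wash fluorescent dye | Read-out: % inhibition of ATP-induced calcium mobilization | Benchmarks: Low control ATP plus DMSO, high control DMSO only | Replicates: Singlicate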
# OXTR potentiator: potentiators of human oxytocin receptor; CHO-OTR cells, Fluo-8 calcium fluorescence, potentiator mode; 0% = oxytocin EC15, 100% = EC100; actives 0.061% (n = 320,000); P30559; activation, % at 3 µM;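 active = activation above that plate's cutoff, the mean activation of tested compounds plus 3 SD, cut at about 6.6% in these data, passing the limit was not always enough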;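 also: 100% uses oxytocin at 75 nM as the full agonist control; some results filed as inactive read as strong as hits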
# Target sequence (P30559 whole entry, looked up): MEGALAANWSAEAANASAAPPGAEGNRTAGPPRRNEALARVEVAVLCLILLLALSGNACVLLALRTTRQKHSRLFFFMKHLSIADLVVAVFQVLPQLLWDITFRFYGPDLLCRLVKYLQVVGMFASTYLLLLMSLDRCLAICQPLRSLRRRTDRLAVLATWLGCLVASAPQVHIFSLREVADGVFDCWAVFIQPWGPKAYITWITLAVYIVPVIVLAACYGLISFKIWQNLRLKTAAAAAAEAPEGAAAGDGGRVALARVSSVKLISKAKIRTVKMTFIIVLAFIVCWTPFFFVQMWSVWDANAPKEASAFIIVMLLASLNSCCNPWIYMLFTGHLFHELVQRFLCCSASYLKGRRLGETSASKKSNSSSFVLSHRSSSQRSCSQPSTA
#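 Material: CHO-OTR cells, human receptor; compound dosing: single dose, 3.0 µM nominal final compound concentration; schedule: 6 min compound pre-incubation at room temperature, 100 s kinetic read; measured by: kinetic Fluo-8 calcium fluorescence; read-out basis: % activation vs EC15 and EC100 oxytocin; controls: EC15 oxytocin alone as 0%, 75 nM oxytocin as 100%; replicates: singlicate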
# The depositor's hits bear a star; nt = no result given.
structure	CHRM1 PAM	M4 ag	CHO-K1 Ca antag	CHRM1 antagonist	CHO-K1 Ca ag	M4 antag	CHRM1 agonist	CHO parental Ca	OXTR potentiator
O=C(CSc1ccccc1C(=O)O)Nc1cccc(C(=O)O)c1	8	1	-4	-11	-0.1	12	-3	0	-7
Cn1cnc(S(=O)(=O)Nc2ccc(OC(F)(F)F)cc2)c1	3	1	-2	3	-0.4	8	-3	-3	-6
Nc1nc(SCC(=O)N2CCCCC2)[nH]c(=O)c1NC(=O)c1cccs1	3	0	-3	-4	-0.1	-2	1	-14	-1
C[C@@H]1CCCCO[C@@H](CN(C)Cc2ccccc2)[C@@H](C)CN([C@H](C)CO)C(=O)c2cc(N(C)C)ccc2O1	20	0	-19	-14	-0.6	-7	3	nt	nt
Oc1ccc(-c2cnns2)c(O)c1	7	1	-8	-8	0.4	3	-5	-2	-6
O=C1c2ccc(-c3ccc4c(c3)C(=O)N(CCO)C4=O)cc2C(=O)N1CCO	7	6	-7	-4	2.3	-5	1	-5	-2
Nc1cc(Cl)ccc1C(=O)OCC(=O)NCC1CCCO1 (stereo not given)	3	1	-15	-12	1.2	-4	-2	-9	-1
COc1ccccc1C(=O)N(Cc1ccco1)C1CCS(=O)(=O)C1 (stereo not given)	13	1	-13	-14	1.3	0	-3	12	-4
Cc1nn(Cc2c(Cl)cccc2Cl)c(Cl)c1/C=N/NC(=O)c1cccnc1	-14	5	4	1	10	-10	-6	-14	-10
CCOc1ccc2nc(SCC(=O)NCc3ccc(S(N)(=O)=O)cc3)sc2c1	-3	6	-5	-2	3.6	0	-2	-3	-6
O=S(=O)(N1CCOCC1)N1CCCN(S(=O)(=O)N2CCOCC2)CC1	3	1	-3	-10	0.1	4	-3	4	0
CCn1cc(C(=O)O)c(=O)c2cc(F)c(N/N=C/c3ccccc3)cc21	10	0	-12	-1	0.8	5	-6	2	-5
Cc1c(O)ccc(/C(Cc2ccc3ccccc3n2)=N\N)c1O	10	9	0	-4	4.7	10	6	-5	-6
O=C1[C@H]2[C@H](C=CC[C@H]2C(=O)N2CCN(c3ccccc3)CC2)CCN1Cc1ccc(Cl)c(Cl)c1	-11	12	-4	13	1.9	0	-4	-22	-13
O=C(CN1c2cccc3cccc(c23)S1(=O)=O)Nc1ccccc1F	5	4	-3	0	1.5	-3	0	-23	0

# Two compounds from above, limited to CHRM1 antagonist:
structure | CHRM1 antagonist
Cc1c(O)ccc(/C(Cc2ccc3ccccc3n2)=N\N)c1O | -4
C[C@@H]1CCCCO[C@@H](CN(C)Cc2ccccc2)[C@@H](C)CN([C@H](C)CO)C(=O)c2cc(N(C)C)ccc2O1 | -14

# (list continues)
structure	CHRM1 PAM	M4 ag	CHO-K1 Ca antag	CHRM1 antagonist	CHO-K1 Ca ag	M4 antag	CHRM1 agonist	CHO parental Ca	OXTR potentiator
O=C(CCl)NC1(C(=O)O)CCCC1	6	0	-7	-12	0.0	5	-3	nt	nt
O=S(=O)(c1cc(Cl)cc(Cl)c1O)N1CCC2(CC1)OCCO2	19	0	1	-1	-0.2	-10	4	-2	-7
COc1cc(/C=N/NC(=O)c2ccc(C)nc2)cc([N+](=O)[O-])c1O	11	1	-8	-1	1.1	-4	-8	-16	-1
Cc1ccc(CN2CCNC(=O)C2CC(=O)N(Cc2c(C)nn(C)c2C)C2CC2)o1 (stereo not given)	8	1	-11	0	0.9	7	-9	-14	-2
Cc1ccc(COC(=O)c2cccc(S(=O)(=O)N3CCCCC3)c2)cc1	-2	0	1	-2	0.6	-4	-3	nt	nt
c1ccc(-n2nnnc2SCc2cn3ccccc3n2)cc1	0	2	-4	3	0.2	-15	-4	-16	-11
CC1(c2ccc(Cl)cc2)NC(=O)N(CC(=O)Nc2ccc3c(c2)OCO3)C1=O (stereo not given)	-5	15	1	4	4.9	-3	20*	nt	nt
O=C(NCCc1nc2ccccc2[nH]1)c1ccc(F)cc1	-2	2	-13	2	0.7	7	-3	-21	-6
Cc1ccc(C(=O)NCc2ccc(Cl)cc2)cc1S(=O)(=O)N1CCCCC1	-8	5	-3	12	0.6	-6	-6	-14	-8
CC(C)C(=O)Nc1ccc(NC(=O)c2ccccn2)cn1	9	4	-13	-32	1.4	-11	-1	-14	-1
CCOC(=O)C1(C)CCCN(C(=O)c2cc(F)cc(F)c2)C1 (stereo not given)	3	0	2	-6	0.4	-8	-3	nt	nt
Cc1ccc(C(=O)Nc2cccc(S(=O)(=O)N3CCCC3)c2)o1	-12	2	7	19	0.1	5	-8	-13	0
CC(NC(=O)Cc1ccc(S(=O)(=O)N2CCCCC2)cc1)c1ccccc1 (stereo not given)	8	4	-16	-9	2.2	-5	-5	-15	-8
CCc1c(C)nc2cc(-c3ccc(OC)c(OC)c3)nn2c1N1CCC(C)CC1	6	0	0	3	0.4	8	-2	-4	-3
CC(=O)Oc1oc(-c2ccccc2)nc1C=Nc1ccc(N(C)C)cc1	-2	1	2	10	-0.2	5	-3	2	-1
Cc1cc(C)n(-c2nc3c(c(=O)[nH]c(=O)n3C)n2C)n1	10	1	-2	1	0.1	1	-2	1	-1
Cc1cc(C(=O)NNC(=O)c2ccccc2[N+](=O)[O-])c(C)o1	0	8	16	8	2.0	3	0	5	1
Cc1cc(C(=O)OCC(=O)NC(C)C)c2ccccc2n1	8	1	-17	-16	1.0	-1	-1	-13	-2
CCn1nnnc1NCc1ccc(SC)cc1	0	0	-2	-5	0.3	3	-9	nt	nt
COc1cccc(/C=N/N=C(\N)c2nonc2N)c1O	-4	2	0	-2	0.4	4	-5	-10	-8
COc1nccnc1NS(=O)(=O)c1ccc(NC(=S)NC(=O)c2cccnc2)cc1	6	1	4	-6	0.7	2	-2	2	-3
CCOc1ccc(C(C)C)cc1S(=O)(=O)Nc1ccc(Cl)cn1	-2	0	-11	1	0.0	-3	-2	0	-8
O=C(CCS(=O)(=O)c1ccc(Br)cc1)NCCc1ccccc1	9	1	-14	-16	1.7	-14	0	-16	2
COc1ccc(-c2noc(C(C)NC(=O)c3ccco3)n2)cc1OC (stereo not given)	0	1	-16	5	0.5	3	-4	-6	-6
CCc1nc2c(OCc3ccccc3C(=O)OC)cccn2c1N(C)C(=O)c1cccs1	2	1	-11	-13	0.6	-7	-8	nt	nt
COc1ccc(CNC2CCCCC2C)c(OC)c1 (stereo not given)	-2	0	-20	-5	0.5	-2	-12	-10	-1
O=C(NCc1ccccc1F)C1CCCN1C(=O)Nc1ccccc1 (stereo not given)	8	0	4	-10	-0.3	3	0	-15	-2
CC1(C)C2CCC1(C)C(OC(=O)C[n+]1ccccc1N)C2 (stereo not given)	3	0	-14	-1	0.8	9	-4	-6	0
Cc1nc(C)c(-c2ccc(SCc3ccc([N+](=O)[O-])cc3)nn2)s1	8	7	-22	-5	2.8	-17	-1	-10	-10
CCc1nnc(NC(=O)CCC(=O)NCc2ccc(C)cc2)s1	15	2	-21	-12	-0.1	-24	-3	-12	-3
O=C(O)CC1(O)C(=O)N(Cc2ccccc2)c2ccccc21 (stereo not given)	-4	0	17	1	-0.1	3	-4	-10	-2
c1ccc(CCNC2=NCCCS2)cc1	-2	1	-13	4	0.8	13	-5	1	-15
Cc1cc(C)c(C)c(S(=O)(=O)Nc2ccccc2C(=O)NCCCN2CCOCC2)c1C	3	4	-13	-1	2.9	3	3	-17	6
CCOC(=O)c1ccc(OCCOc2cccc(C)c2)cc1	-2	0	-1	0	9.6	2	-4	-17	1
CN(n1cnc2ccccc2c1=O)S(C)(=O)=O	0	12	-11	-1	6.0	-12	-2	3	-11
COC(=O)C1=C(C)N(C2CCCC2)C(=O)C1(NC(C)=O)C(F)(F)F (stereo not given)	3	0	12	-14	-0.3	5	-2	-6	-10
NC(=O)[C@@H]1CCCN1C(=O)c1cc(COc2ccc3c(c2)CCCC3)on1	-4	6	-5	27	3.8	-1	-1	nt	nt
Cn1c(=O)n(C)c2cc(S(=O)(=O)N3CCCCC3)ccc21	-1	2	6	14	0.9	0	-3	-3	-2
COc1ccccc1N(CC(=O)NC1CCCCC1)S(=O)(=O)c1cccs1	5	2	-11	-16	1.2	-5	-7	-14	0
Cc1cccc(NC2=C(Cl)C(=O)OC2OC(=O)c2ccco2)c1 (stereo not given)	14	1	3	-8	0.6	-3	-6	9	-6
COc1ccc(C(Nc2ccccn2)c2oc(CO)cc(=O)c2O)cc1 (stereo not given)	3	0	-3	-12	-0.3	-2	-5	-4	6
Cc1c(C(=O)NCc2cccc([N+](=O)[O-])c2)sc(=O)n1Cc1cccc(F)c1	-28	6	-10	23	3.1	-5	-10	nt	nt
COc1ccccc1C(=O)Nc1ccc(-c2nnn(CC(=O)N3CCOCC3)n2)cc1	12	1	20	-3	0.4	2	0	-9	0
COc1ccc(CC(=O)N2CCN(c3ccccc3)CC2)cc1OC	11	3	-2	-21	0.7	-20	0	0	-3
Nc1nonc1-n1nnc(C(=O)N/N=C/c2c(Cl)cccc2Cl)c1CSC1=NCCS1	1	0	-11	-10	0.5	14	-3	-12	-1
CC(=O)OC1OCCOC1NC(=S)NCc1ccco1 (stereo not given)	11	1	-11	-12	1.4	-6	0	6	-11
Cc1cc(C(=O)NCC(C)(C)N2CCOCC2)c(C)o1	17	0	-2	-17	0.3	-8	2	-2	5
O=C(O)/C=C/c1cn(Cc2ccccc2Cl)nc1-c1ccccc1	3	2	-9	-20	0.8	-12	-3	17	-2
CC1(NC(=O)COc2ccccc2-c2ccccc2)CCS(=O)(=O)C1 (stereo not given)	-2	5	7	2	2.3	-4	-2	-14	-14
CCCc1cc(C(=O)Nc2cc(C)on2)no1	6	0	22	1	-0.1	-10	3	-7	-4
COC(=O)c1ccc(-n2nnnc2SCC(=O)Nc2ccccc2C(=O)OC)cc1	6	0	-7	-7	0.1	-5	-2	nt	nt
N#Cc1c(N2CCN(C(=O)c3ccccc3Cl)CC2)nc(-c2ccccc2)c2c1CCCC2	0	-1	-8	-2	0.4	-8	-5	13	-3
CC(=O)NCCc1ccc(S(=O)(=O)N(C)C2CCS(=O)(=O)C2)cc1 (stereo not given)	1	-1	-13	-2	0.0	-7	-5	-6	-5
Cc1noc(C)c1COC(=O)c1csc2c1CCC(C)C2 (stereo not given)	-3	0	-5	2	-0.6	-4	-7	-24	-8
CCOC(=O)c1c(NC(=O)CSc2nnc(CNc3ccc(F)cc3)o2)sc(C(C)=O)c1C	1	0	-12	2	0.7	4	-2	-16	-10
CCc1ccc(C2CC(=O)N3CN(c4ccccc4)CSC3=C2C#N)cc1 (stereo not given)	-4	0	-4	-7	0.0	1	-10	-12	-5
CCCc1nc(SCC(=O)N2CCCC2)c2c(=O)n(C)c(=O)n(C)c2n1	18	2	-1	-15	2.0	-9	-7	-18	-5
